TcdB inh: inhibitors of Clostridioides difficile toxin B glycohydrolase. P18177. inhibition, % at 9.99 µM. 350,000 tested, 0.24% active. TcdB glycohydrolase enzymatic assay, plate reader; in the data active = inhibition above about 10%
Target sequence (P18177 whole entry, looked up): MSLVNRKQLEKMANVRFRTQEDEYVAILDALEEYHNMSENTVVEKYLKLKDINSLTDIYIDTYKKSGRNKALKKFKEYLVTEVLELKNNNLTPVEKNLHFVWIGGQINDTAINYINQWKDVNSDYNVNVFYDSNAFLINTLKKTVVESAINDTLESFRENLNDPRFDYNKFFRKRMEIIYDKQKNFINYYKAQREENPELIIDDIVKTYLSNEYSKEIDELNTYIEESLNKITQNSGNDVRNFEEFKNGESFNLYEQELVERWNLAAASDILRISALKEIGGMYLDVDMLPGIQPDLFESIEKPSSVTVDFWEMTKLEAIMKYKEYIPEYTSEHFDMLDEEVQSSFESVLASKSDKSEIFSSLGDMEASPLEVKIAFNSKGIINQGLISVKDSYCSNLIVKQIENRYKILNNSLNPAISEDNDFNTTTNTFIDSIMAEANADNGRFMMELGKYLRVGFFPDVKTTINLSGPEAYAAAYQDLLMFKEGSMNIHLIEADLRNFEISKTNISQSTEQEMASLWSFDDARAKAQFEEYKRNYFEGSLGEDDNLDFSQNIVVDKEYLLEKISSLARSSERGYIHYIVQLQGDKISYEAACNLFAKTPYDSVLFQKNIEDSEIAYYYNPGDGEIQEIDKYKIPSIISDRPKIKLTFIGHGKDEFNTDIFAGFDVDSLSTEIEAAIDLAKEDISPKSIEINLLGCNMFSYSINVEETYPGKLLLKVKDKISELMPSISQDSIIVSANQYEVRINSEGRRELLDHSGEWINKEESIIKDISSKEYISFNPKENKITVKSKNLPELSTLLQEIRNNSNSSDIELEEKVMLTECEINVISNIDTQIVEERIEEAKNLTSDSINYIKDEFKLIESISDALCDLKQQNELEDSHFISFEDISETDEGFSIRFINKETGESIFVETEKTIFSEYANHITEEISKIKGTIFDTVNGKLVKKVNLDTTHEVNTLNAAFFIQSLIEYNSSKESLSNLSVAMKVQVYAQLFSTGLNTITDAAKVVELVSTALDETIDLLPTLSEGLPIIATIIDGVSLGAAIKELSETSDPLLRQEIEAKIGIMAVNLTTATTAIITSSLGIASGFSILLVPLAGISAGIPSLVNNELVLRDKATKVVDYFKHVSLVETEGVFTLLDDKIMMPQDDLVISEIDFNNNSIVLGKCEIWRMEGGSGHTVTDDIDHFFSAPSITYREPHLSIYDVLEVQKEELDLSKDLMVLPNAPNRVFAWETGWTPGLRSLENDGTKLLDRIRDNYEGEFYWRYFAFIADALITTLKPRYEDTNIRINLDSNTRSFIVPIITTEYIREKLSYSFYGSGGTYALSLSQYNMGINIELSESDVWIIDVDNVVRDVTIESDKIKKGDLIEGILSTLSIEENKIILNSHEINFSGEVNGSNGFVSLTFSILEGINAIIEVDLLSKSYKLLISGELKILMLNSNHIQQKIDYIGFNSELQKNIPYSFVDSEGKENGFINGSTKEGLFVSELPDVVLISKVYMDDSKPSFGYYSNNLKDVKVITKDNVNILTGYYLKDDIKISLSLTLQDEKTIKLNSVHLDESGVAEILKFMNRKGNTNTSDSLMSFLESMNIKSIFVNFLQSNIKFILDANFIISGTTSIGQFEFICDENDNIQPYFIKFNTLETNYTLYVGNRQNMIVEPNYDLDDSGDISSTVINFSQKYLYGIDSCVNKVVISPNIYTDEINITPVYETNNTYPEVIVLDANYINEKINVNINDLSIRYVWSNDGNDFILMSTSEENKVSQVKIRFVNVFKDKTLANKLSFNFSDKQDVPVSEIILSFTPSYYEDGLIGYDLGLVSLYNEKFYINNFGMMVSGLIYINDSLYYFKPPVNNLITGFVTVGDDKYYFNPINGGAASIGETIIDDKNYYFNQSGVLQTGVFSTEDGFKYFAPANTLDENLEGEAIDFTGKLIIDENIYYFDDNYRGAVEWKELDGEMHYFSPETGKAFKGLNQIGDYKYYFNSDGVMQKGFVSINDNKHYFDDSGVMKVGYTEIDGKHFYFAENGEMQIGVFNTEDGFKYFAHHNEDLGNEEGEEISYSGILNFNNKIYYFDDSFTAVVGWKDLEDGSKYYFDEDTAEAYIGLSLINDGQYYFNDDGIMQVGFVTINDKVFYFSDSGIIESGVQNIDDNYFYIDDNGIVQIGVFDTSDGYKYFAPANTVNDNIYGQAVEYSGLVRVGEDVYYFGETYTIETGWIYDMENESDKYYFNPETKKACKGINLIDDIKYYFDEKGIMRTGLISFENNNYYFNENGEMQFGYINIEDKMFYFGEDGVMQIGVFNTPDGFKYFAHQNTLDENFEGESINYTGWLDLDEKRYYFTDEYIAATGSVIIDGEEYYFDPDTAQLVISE
The depositor's hits bear a star. An excerpt; the hit share may differ from the screen's.

SMILES | TcdB inh
CO[C@H](CN(C)Cc1ccc(-c2ccccn2)cc1)[C@@H](C)CN(C(=O)Nc1ccc(F)cc1)[C@H](C)CO | 0.5
O=C(C[C@H]1C[C@H]2c3cc(NC(=O)C4CCOCC4)ccc3O[C@H]2[C@@H](CO)O1)NCc1ccncc1 | -0.6
COCC#Cc1ccc([C@@H]2[C@@H](CO)N3C(=O)CN(C(=O)Nc4ccc(F)cc4)C[C@H]23)cc1 | -0.5
CC(=O)N(C)C[C@H]1Oc2ncc(C#C[C@@H](C)O)cc2C(=O)N([C@@H](C)CO)C[C@H]1C | -0.6
CCCN(C)C[C@H]1OCCCC[C@@H](C)Oc2ccc(NC(=O)Nc3c(C)noc3C)cc2C(=O)N([C@H](C)CO)C[C@@H]1C | -2.1
O=C(Cc1ccccn1)N1CCCCN2[C@@H](CO)[C@@H](c3ccc(Br)cc3)[C@@H]2C1 | -0.1
O=C(c1cc2c(c(-c3cccc(-c4ccc(F)cc4)c3)n1)[C@@H](CCO)N(C(=O)c1ccc3c(c1)OCO3)C2)N1CCOCC1 | 0.3
CC(=O)N[C@@H]1CC[C@@H](CCNC(=O)C2CCCC2)O[C@H]1CO | 0.2
COc1ccc(NC(=O)Nc2ccc3c(c2)C(=O)N([C@H](C)CO)C[C@@H](C)[C@H](CN(C)Cc2ccc(Oc4ccccc4)cc2)O3)cc1 | -8.0
C[C@@H]1CN([C@@H](C)CO)C(=O)c2cc(C#CC3CC3)cnc2O[C@@H]1CN(C)C(=O)c1ccc(F)cc1 | -0.1
COc1ccccc1-c1cn(CC[C@@H]2CC[C@@H](NC(=O)CCN3CCCCC3)[C@H](CO)O2)nn1 | -0.9
O=C(C[C@@H]1CC[C@@H](NS(=O)(=O)c2ccccc2)[C@H](CO)O1)NCc1ccncn1 | 0.1
O=S(=O)(c1cccc(F)c1)N1[C@@H]2CNC[C@H]1C2c1ccc(-c2ccncc2)cc1 (stereo partly specified) | 0.3
CCC(=O)N1C[C@H](O)COC[C@H]2O[C@H](CC(=O)NCC3CCCCC3)CC[C@@H]21 | 0.2
CO[C@@H]1CN(C)C(=O)c2cc(NC(=O)C3CCC3)ccc2OC[C@@H](C)N(Cc2cccnc2)C[C@H]1C | -4.2
C[C@@H]1CN([C@@H](C)CO)C(=O)c2cccc(NC(=O)C3CCCCC3)c2O[C@@H]1CN(C)Cc1ccccc1 | -0.5
CCC(=O)N1[C@@H]2Cn3c(ccc(C4=CCCCC4)c3=O)[C@H]1[C@@H](C(=O)N[C@H](C)c1ccccc1)[C@@H]2CO | -1.3
C[C@@H]1CN([C@@H](C)CO)S(=O)(=O)c2ccc(C3=CCCC3)cc2O[C@H]1CN(C)C(=O)CC1CC1 | -0.2
C[C@@H]1CCCCO[C@H](CN(C)C(=O)C2CCCCC2)[C@@H](C)CN([C@@H](C)CO)C(=O)c2cc(NS(=O)(=O)c3ccccc3)ccc2O1 | 0.4
O=C(NCC(F)(F)F)[C@@H]1[C@@H](CO)[C@@H]2Cn3c(ccc(-c4cccnc4)c3=O)[C@@H]2N1Cc1ccncc1 | 1.9
O=C(C1CCCC1)N1CC2(C1)[C@H](c1ccccc1)[C@@H](CO)N2CC1CCCC1 | -1.4
O=C(NC1CCCC1)N1CC(=O)N2[C@H](C1)[C@H](c1ccc(-c3ccc(F)cc3)cc1)[C@@H]2CO | 0.7
CC(C)NC(=O)NCC[C@@H]1CC[C@@H](NS(=O)(=O)c2ccccc2)[C@@H](CO)O1 | -1.3
C[C@@H]1CCCCO[C@H](CN(C)Cc2ccc(C(F)(F)F)cc2)[C@@H](C)CN([C@H](C)CO)C(=O)c2cc(NC(=O)CCCCCC(=O)Nc3ccccc3N)ccc2O1 | 0.2
CCCN1C[C@H](C)[C@@H](OC)CN(C)C(=O)c2ccc(NC(=O)c3ccccc3)cc2OC[C@H]1C | -1.4
COc1ccc2c3c(n(C)c2c1)[C@@H](CO)N(Cc1ccccc1F)CC31CCN(CC2CC2)CC1 | -2.6
COC(=O)C[C@H]1CC[C@H]2[C@@H](COC[C@H](O)CN2C(=O)Nc2cccc(F)c2)O1 | 0.3
O=S(=O)(c1ccc(F)cc1)N1CCCCN2[C@H](CO)[C@H](c3ccc(-c4cncnc4)cc3)[C@H]2C1 | -0.3
Cc1cc(C(=O)Nc2cccc3c2O[C@H](CN(C)C)[C@H](C)CN([C@@H](C)CO)C3=O)n(C)n1 | -1.1
C[C@H]1CN([C@@H](C)CO)C(=O)CCCn2cc(nn2)CO[C@H]1CN(C)Cc1ccc(C(F)(F)F)cc1 | -5.2
CN(C)CCCNC(=O)C[C@H]1CC[C@H]2[C@@H](COC[C@H](O)CN2CC2CCCC2)O1 | -1.0
COc1ccc(S(=O)(=O)Nc2ccc3c(c2)C(=O)N([C@H](C)CO)C[C@@H](C)[C@H](CN(C)Cc2ccc4c(c2)OCO4)OCCCC[C@H](C)O3)cc1 | -0.1
Cc1noc(C)c1NC(=O)N(C)C[C@@H]1Oc2ccc(NS(=O)(=O)c3cccs3)cc2C(=O)N([C@@H](C)CO)C[C@H]1C | -0.3
CC(C)C#Cc1cnc2c(c1)C(=O)N([C@@H](C)CO)C[C@@H](C)[C@H](CN(C)C(=O)Cc1ccncc1)O2 | -0.7
C[C@H]1CCCCO[C@@H](CN(C)C)[C@@H](C)CN([C@@H](C)CO)C(=O)c2cc(NC(=O)c3ccncc3)ccc2O1 | 1.0
O=S(=O)(c1ccc(F)cc1)N1CCCCN2[C@@H](CO)[C@H](c3ccc(-c4ccccc4)cc3)[C@@H]2C1 | -0.5
CCC(=O)Nc1ccc2c(c1)C(=O)N(C)[C@@H]1CC[C@H](CC(=O)N[C@@H](C)c3ccccc3)O[C@H]1CO2 | 0.2
C[C@H]1CN([C@@H](C)CO)C(=O)c2cccc(NC(=O)C3CC3)c2O[C@@H]1CN(C)Cc1ccc(-c2ccccc2)cc1 | -0.8
C[C@@H]1CN([C@H](C)CO)C(=O)c2cc(C#Cc3ccc(F)cc3)cnc2O[C@@H]1CN(C)Cc1ccccn1 | 0.7
COc1ccccc1CNC(=O)C[C@H]1C[C@@H]2c3cc(NC(=O)C4CCC4)ccc3O[C@@H]2[C@@H](CO)O1 | -1.1
O=C(c1ccccc1F)N1CC[C@@H]2[C@H]1c1cc(-c3ccc(F)cc3)ccc1N[C@@H]2CO | -0.1
CN1C(=O)c2cc(NC(=O)NC3CCCC3)ccc2OC[C@@H]2O[C@@H](CC(=O)NC3CCC3)CC[C@H]21 | 4.5
CC(=O)N(C)C[C@@H]1Oc2ncc(-c3cccc(C#N)c3)cc2C(=O)N([C@@H](C)CO)C[C@@H]1C | 0.3
COc1ccc(S(=O)(=O)N(C)C[C@@H]2Oc3ccc(NC(=O)CCCN(C)C)cc3CC(=O)N([C@H](C)CO)C[C@@H]2C)cc1 | 0.5
C[C@@H]1CN([C@@H](C)CO)C(=O)c2cc(NC(=O)CCCCCC(=O)Nc3ccccc3N)ccc2O[C@H]1CN(C)Cc1ccccc1 | -3.4
C[C@@H]1CN([C@@H](C)CO)S(=O)(=O)c2ccc(-c3ccc(C#N)cc3)cc2O[C@@H]1CN(C)C(=O)C1CC1 | 1.8
O=C(C[C@H]1CC[C@@H]2[C@H](COC[C@H](O)CN2C(=O)Nc2ccc(Cl)c(Cl)c2)O1)NC1CCC1 | -0.1
CC(=O)N1[C@@H]2c3ccc(C4=CCCC4)c(=O)n3C[C@@H]2[C@@H](CO)[C@@H]1C(=O)NC1CCC1 | -3.0
C[C@@H]1CN([C@@H](C)CO)C(=O)c2cc(C#CC(C)(C)O)cnc2O[C@H]1CN(C)Cc1cncnc1 | 0.7
C[C@H](CO)N1C[C@H](C)[C@@H](CN(C)C(=O)Nc2cccc3ccccc23)Oc2ccc(NS(=O)(=O)c3ccccc3)cc2C1=O | 0.3

Laid out differently: results already given
mol,TcdB inh
CCC(=O)Nc1ccc2c(c1)C(=O)N(C)[C@@H]1CC[C@H](CC(=O)N[C@@H](C)c3ccccc3)O[C@H]1CO2,0.2
C[C@H]1CN([C@@H](C)CO)C(=O)c2cccc(NC(=O)C3CC3)c2O[C@@H]1CN(C)Cc1ccc(-c2ccccc2)cc1,-0.8
C[C@@H]1CN([C@H](C)CO)C(=O)c2cc(C#Cc3ccc(F)cc3)cnc2O[C@@H]1CN(C)Cc1ccccn1,0.7
COc1ccccc1CNC(=O)C[C@H]1C[C@@H]2c3cc(NC(=O)C4CCC4)ccc3O[C@@H]2[C@@H](CO)O1,-1.1
O=C(c1ccccc1F)N1CC[C@@H]2[C@H]1c1cc(-c3ccc(F)cc3)ccc1N[C@@H]2CO,-0.1
CN1C(=O)c2cc(NC(=O)NC3CCCC3)ccc2OC[C@@H]2O[C@@H](CC(=O)NC3CCC3)CC[C@H]21,4.5
CC(=O)N(C)C[C@@H]1Oc2ncc(-c3cccc(C#N)c3)cc2C(=O)N([C@@H](C)CO)C[C@@H]1C,0.3
COc1ccc(S(=O)(=O)N(C)C[C@@H]2Oc3ccc(NC(=O)CCCN(C)C)cc3CC(=O)N([C@H](C)CO)C[C@@H]2C)cc1,0.5
C[C@@H]1CN([C@@H](C)CO)C(=O)c2cc(NC(=O)CCCCCC(=O)Nc3ccccc3N)ccc2O[C@H]1CN(C)Cc1ccccc1,-3.4
C[C@@H]1CN([C@@H](C)CO)S(=O)(=O)c2ccc(-c3ccc(C#N)cc3)cc2O[C@@H]1CN(C)C(=O)C1CC1,1.8
O=C(C[C@H]1CC[C@@H]2[C@H](COC[C@H](O)CN2C(=O)Nc2ccc(Cl)c(Cl)c2)O1)NC1CCC1,-0.1

(continued)
SMILES | TcdB inh
O=C(N[C@@H]1CC[C@@H](CCNC(=O)c2cnccn2)O[C@@H]1CO)c1ccc2c(c1)OCO2 | 0.0
CNC(=O)C[C@H]1CC[C@H]2[C@@H](COC[C@@H](O)CN2S(=O)(=O)c2cccc(Cl)c2)O1 | -0.1
C[C@H](NC(=O)C[C@@H]1C[C@H]2c3cc(NC(=O)C4CCC4)ccc3O[C@H]2[C@H](CO)O1)c1ccccc1 | -1.0
C[C@H](CO)N1C[C@H](C)[C@H](CN(C)Cc2ccc(Oc3ccccc3)cc2)Oc2c(NS(=O)(=O)c3cn(C)cn3)cccc2C1=O | 0.5
O=C(Nc1ccc2c(c1)OCO2)N[C@H]1CC[C@@H](CCNC(=O)C2CCCCC2)O[C@H]1CO | -0.1
C[C@H]1CCCCO[C@H](CN(C)S(=O)(=O)c2ccc(Cl)cc2)[C@@H](C)CN([C@@H](C)CO)C(=O)c2cc(NC(=O)Nc3ccc(F)cc3)ccc2O1 | 1.0
COC(=O)C[C@H]1CC[C@H]2[C@H](COc3ccc(NC(=O)c4cccc(Cl)c4)cc3C(=O)N2C)O1 | -0.4
CC(=O)N(C)C[C@@H]1Oc2ncc(C#CC(C)(C)O)cc2C(=O)N([C@H](C)CO)C[C@@H]1C | -1.0
COCC(=O)Nc1ccc2c(c1)C(=O)N(C)C[C@H](OC)[C@@H](C)CN(Cc1ccncc1)[C@H](C)CO2 | -2.1
CC(C)NC(=O)N(C)C[C@H]1OCCCC[C@@H](C)Oc2ccc(NS(=O)(=O)c3ccc(Cl)cc3)cc2C(=O)N([C@H](C)CO)C[C@H]1C | -0.9
O=C(C[C@H]1C[C@H]2c3cc(NC(=O)NC4CCCC4)ccc3O[C@H]2[C@H](CO)O1)NCc1ccc(-c2ccccc2)cc1 | -0.3
CC(C)CC#Cc1ccc2c(c1)O[C@@H](CN(C)Cc1cncnc1)[C@@H](C)CN([C@H](C)CO)S2(=O)=O | 0.5
O=C(C[C@@H]1C=C[C@@H](NC(=O)c2ccccn2)[C@H](CO)O1)NCc1cccc(F)c1 | 0.0
C[C@@H](NC(=O)C[C@@H]1C[C@@H]2c3cc(NC(=O)C4CCOCC4)ccc3O[C@@H]2[C@H](CO)O1)c1ccccc1 | -0.9
CO[C@H]1CN(C)C(=O)c2cc(NC(=O)c3ccccc3F)ccc2OC[C@@H](C)NC[C@H]1C | 0.0
C[C@H]1CN([C@@H](C)CO)C(=O)c2cc(-c3ccccc3F)cnc2O[C@@H]1CN(C)Cc1ccccc1F | 0.3
Cc1ccc(S(=O)(=O)N(C)C[C@@H]2Oc3cc(-c4cccc(F)c4)ccc3S(=O)(=O)N([C@@H](C)CO)C[C@H]2C)cc1 | -12.9
CCNC(=O)C[C@@H]1CC[C@@H]2[C@H](COC[C@H](O)CN2Cc2ccccc2F)O1 | -0.7
CN(C)C(=O)C[C@@H]1CC[C@@H](NC(=O)C2CCOCC2)[C@H](CO)O1 | -2.6
C[C@H](CO)N1C[C@H](C)[C@@H](CN(C)Cc2ccc(C(F)(F)F)cc2)Oc2ccc(NS(C)(=O)=O)cc2C1=O | -0.2
Cc1ccc(S(=O)(=O)NCC[C@@H]2CC[C@H](NC(=O)Nc3cccc(F)c3)[C@@H](CO)O2)cc1 | -5.0
C[C@H](CO)N1C[C@H](C)[C@H](CN(C)Cc2ccc(-c3ccccc3)cc2)Oc2ccc(NC(=O)Cc3cn(C)c4ccccc34)cc2C1=O | -0.4
COc1ccc(NC(=O)Nc2ccc3c(c2)CC(=O)N([C@H](C)CO)C[C@@H](C)[C@H](CN(C)CC2CC2)O3)cc1 | -0.9
N#C[C@@H]1[C@@H](c2ccccc2-c2ccccc2F)[C@H](CO)N1C(=O)C1CCC1 | 0.3
C[C@@H]1CN([C@H](C)CO)C(=O)c2cc(C#Cc3cccnc3)cnc2O[C@H]1CN(C)Cc1cccnc1 | 0.5
O=C(C1CCCC1)N1CC2(C1)[C@H](c1ccccc1)[C@@H](CO)N2C(=O)c1cccnc1 | -0.2
O=C(C[C@H]1CC[C@H]2[C@@H](COC[C@@H](O)CN2C(=O)Nc2ccc(Cl)cc2)O1)NCCc1ccncc1 | -0.6
C[C@H](NC(=O)C[C@H]1C[C@@H]2c3cc(NC(=O)C4CCC4)ccc3O[C@@H]2[C@H](CO)O1)c1ccccc1 | 1.7
C[C@@H]1CN([C@H](C)CO)C(=O)c2cc(NS(=O)(=O)c3cccs3)ccc2O[C@@H](C)CCCCO[C@H]1CN(C)S(=O)(=O)c1cccs1 | 0.7
Cc1noc(C)c1NC(=O)N(C)C[C@@H]1Oc2ccc(NC(=O)NC3CCCCC3)cc2CC(=O)N([C@H](C)CO)C[C@@H]1C | -1.6
C[C@H]1CN([C@@H](C)CO)C(=O)c2cc(-c3cccc(C(=O)N(C)C)c3)cnc2O[C@@H]1CN(C)C(=O)Cc1ccccn1 | 0.6
CN(C)C(=O)[C@H]1[C@H](CO)[C@H]2Cn3c(cccc3=O)[C@@H]1N2CC1CCCC1 | -7.1

Source: PubChem BioAssay (Broad Institute)
